# Source: PubChem (several laboratories)
# eIF4E 4G PPI: eIF4E/eIF4G interaction inhibition in translation initiation | P63073+Q04637 | TR-FRET eIF4E-eIF4GI(517-606) binding, 2 h | inhibition, % at 21.7 µM | 220,000 compounds, 0.37% hits;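 note: 0% = full FRET control wells and 100% = background wells lacking eIF4GI fragment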
# 14-3-3 Bad PPI: disrupts binding of bovine 14-3-3 zeta to phospho-Bad peptide; P63103; AID 781; 220,000 compounds, 0.71% hits; TR-FRET 14-3-3zeta/Dy647-pBad peptide displacement, 1 h; inhibition, % at 21.7 µM;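 active = inhibition above about 70%, limit read from the data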;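 note: 0% = full 14-3-3 plus peptide FRET controls and 100% = background without 14-3-3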
# EBV gp42 block: inhibitors of Epstein-Barr virus glycoprotein 42 | Q1HVG2 | Fluorescence polarization binding assay, mP read-out | inhibition, % (tested at 21.74 µM) | 220,000 compounds, 0.42% hits | AID 1085; in the data active = inhibition above about 50%
# NCF1 inh: blocks human p47phox regulatory protein of NADPH oxidases; P14598; p47phox/p22phox peptide binding, fluorescence polarization, 2 h; inhibition, % at 24.7 µM; 220,000 compounds, 0.53% hits; AID 1274;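 note: 0% = p47phox with labelled peptide and 100% = labelled peptide alone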
# KLK5 inh: inhibitors of human kallikrein 5; 210,000 compounds, 0.59% hits; inhibition, % at 5 µM; recombinant hK5, fluorogenic AMC substrate cleavage; AID 873; Q9Y337;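 active = inhibition of 40% or more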;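 note: 0% = enzyme controls without compound and 100% = no-enzyme blanks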
# Thrombin inh: thrombin (human) inhibition; P00734; alpha-thrombin, Boc-VPR-AMC fluorogenic substrate cleavage; inhibition, % at 5 µM; 220,000 compounds, 0.26% hits;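 active = inhibition at or above 40%; inactive = inhibition below 40%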;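 note: 0% = enzyme with no compound and 100% = wells without enzyme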
#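 Test system: human alpha-thrombin; medium: pH 7.5 Tris-saline with Tween 20; times: reaction at room temperature; signal: AMC fluorescence at 355 nm excitation and 460 nm emission; also added: Boc-VPR-AMC substrate, 15 µM final; dosing: one concentration per compound, 5 µM, with 0.2% DMSO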
# Cl transport mod: KCC2 (human) Cl- transport modulation | 190,000 compounds, 2.2% hits | KCC2 cells, thallium flux FluoZin-2 fluorescence | AID 1456 | B-score of Tl+ flux slope (higher = more flux/activation; lower = inhibition) at 10 µM;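 active = thallium flux slope and its plate-corrected score both differing from the plate sample mean at a set confidence after two filtering rounds, in either direction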;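 note: slope of fluorescence scaled to starting intensity during 10 to 20 s after thallium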
# Rad51 HR inh: Rad51 (human) homologous recombination inhibition; hRad51 DNA strand exchange, fluorescence dequenching; inhibition, % at 10 µM; 200,000 compounds, 0.085% hits;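 active = inhibition above 40% at the single screening dose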;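 note: 0% = DMSO control wells and 100% = blanks with heterologous ssDNA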
# Target sequence (Q06609 whole entry, looked up): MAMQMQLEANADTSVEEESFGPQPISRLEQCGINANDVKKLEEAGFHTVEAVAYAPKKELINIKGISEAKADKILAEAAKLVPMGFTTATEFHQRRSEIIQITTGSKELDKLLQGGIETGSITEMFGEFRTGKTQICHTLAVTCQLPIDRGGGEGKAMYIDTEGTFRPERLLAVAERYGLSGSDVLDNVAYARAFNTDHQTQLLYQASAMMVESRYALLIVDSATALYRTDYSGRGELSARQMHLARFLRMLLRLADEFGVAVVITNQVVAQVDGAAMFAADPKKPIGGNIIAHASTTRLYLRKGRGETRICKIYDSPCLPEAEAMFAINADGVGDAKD
#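 Material: Human Rad51 nucleoprotein filaments preassembled on unlabelled ssDNA | Also added: Labelled 47-mer dsDNA for strand exchange | Dosing: Single dose, 10 µM final compound | Schedule: 30-min compound preincubation and 15-min exchange, both room temperature | Technique: Fluorescence dequenching at 485/520 nm | Measure: Percent inhibition relative to plate controls and blanks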
# Furin inh: human furin inhibition; P09958; purified furin, fluorogenic substrate cleavage; inhibition, % at 30 µM; 220,000 compounds, 0.061% hits; AID 463115; in the data active = inhibition above about 25%; note: inactives centre near -15
# Target sequence (P09958 108-714 limits assumed): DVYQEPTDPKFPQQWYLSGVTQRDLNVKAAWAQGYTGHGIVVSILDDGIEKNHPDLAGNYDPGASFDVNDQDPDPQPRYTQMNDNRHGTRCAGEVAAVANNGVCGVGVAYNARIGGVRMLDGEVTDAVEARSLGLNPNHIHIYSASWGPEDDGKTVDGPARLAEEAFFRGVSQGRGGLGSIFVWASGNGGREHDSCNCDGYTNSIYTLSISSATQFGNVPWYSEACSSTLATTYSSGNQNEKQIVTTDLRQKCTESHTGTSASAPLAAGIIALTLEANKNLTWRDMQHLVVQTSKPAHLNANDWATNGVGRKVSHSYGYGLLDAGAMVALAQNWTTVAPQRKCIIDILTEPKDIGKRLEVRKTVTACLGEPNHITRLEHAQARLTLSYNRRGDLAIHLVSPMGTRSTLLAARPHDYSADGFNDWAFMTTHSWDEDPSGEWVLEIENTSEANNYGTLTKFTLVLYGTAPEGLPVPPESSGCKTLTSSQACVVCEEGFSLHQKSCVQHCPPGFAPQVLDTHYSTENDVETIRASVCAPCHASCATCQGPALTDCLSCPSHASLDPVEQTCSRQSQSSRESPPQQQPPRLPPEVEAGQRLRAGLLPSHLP
# * = called active by the depositor; . = not tested or not shown; [ ] = another dose, or the depositor's remark.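 Rule for the calls, unless noted: active = inhibition above about 30% (limit read from the data); inactive = the rest.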
# Values run as follows: eIF4E 4G PPI, 14-3-3 Bad PPI, EBV gp42 block, NCF1 inh, KLK5 inh, Thrombin inh, Cl transport mod, Rad51 HR inh, Furin inh
- Cc1nnc(SCc2cc([N+](=O)[O-])cc3c2OCOC3)[nH]c1=O
→ 2, 3, -18, -16, -2, -7, ., 4, 0
- CSc1nsc(SCC(=O)Nc2cccc(C(C)=O)c2)n1
→ 3[fluorescence artefact?], -7[fluorescence artefact?], -5, -12, -14, -12, 0.097, 1, -25
- COc1ccc(CNC(C)C(=O)Nc2ccc3ccccc3c2)cc1OC (stereo not drawn)
→ -5, -9, -7, 0, -2, -6, -0.14, 0, -14
- O=C(COC(=O)c1cc(-c2ccc(F)cc2)nc2ccccc12)NCC1CCCO1 (stereo not drawn)
→ -3, -4, 6, -13, -7, -9, -0.69, 3, -29
- CCC(=O)N(CCO)Cc1cc2ccc(C)c(C)c2[nH]c1=O
→ 0, 23, -15, -6, -1, -4, 0.61, -2, -15
- N#Cc1cnc(SCC(=O)Nc2ccccc2C(F)(F)F)nc1N
→ 1, -1[fluorescence artefact?], 0, -11, -2, -3, -0.49, 2, -19[20 µM]
- CCC(C)NC(=O)CSc1nc2ccsc2c(=O)n1-c1ccc(OC)cc1 (stereo not drawn)
→ -3, 4, -6, 0, -2, -3, -0.0018, 11, -23[20 µM]
- O=C(CCc1nnc(CCc2ccccc2)o1)N1CCCC1c1nccs1 (stereo not drawn)
→ 2, -10, -5, 0, ., 3, -0.057, -8, -18
- NC(=O)c1ccsc1NC(=O)CN1C(=O)C2CC=CCC2C1=O (stereo not drawn)
→ 7, 5, 2, -14, -6, -1, -0.5, 5, -17
- O=C(NC1CCCCC1)NC1CCN(CC(=O)N2CCOCC2)CC1
→ -3[fluorescence artefact?], 20, -12, 3, 3, -1, ., 6, -28
- C/C(N)=C(/C#N)C(=O)COC(=O)CCSc1ccccc1
→ 0, 1, 13, 5, 5, -6, 1.1, -2, -12[20 µM]
- CCc1cccc(C)c1NC(=O)CN(C)Cc1ccccc1F
→ 16, -5, -14, 16, -7, -3, -0.071, -2, -13
- CC(C)CC1(C(=O)NCCc2c[nH]c3ccccc23)C=CCN1C(=O)c1ccccc1 (stereo not drawn)
→ -5, 8, -6, -12, -11, -4, 1.2, 1, -19
- Cc1cccc(C)c1NC(=O)CCCSc1nnc(-c2ccco2)n1-c1ccccc1
→ -7, -17[fluorescence artefact?], -7, -5, 0, -5, -1.9, 0, -8
- COc1ccc(OC)c(N2CC(O)=C(c3nc4ccccc4s3)C2=N)c1
→ 7[fluorescence artefact?], 7[fluorescence artefact?], 4, -10, -18, 1, -0.45, -1, -19[20 µM]

# Reprinted at random: two records from the list
# Values run as follows: eIF4E 4G PPI, 14-3-3 Bad PPI, EBV gp42 block, NCF1 inh, KLK5 inh, Thrombin inh, Cl transport mod, Rad51 HR inh, Furin inh
- O=C(CCc1nnc(CCc2ccccc2)o1)N1CCCC1c1nccs1 (stereo not drawn)
→ 2, -10, -5, 0, ., 3, -0.057, -8, -18
- COc1ccc(OC)c(N2CC(O)=C(c3nc4ccccc4s3)C2=N)c1
→ 7[fluorescence artefact?], 7[fluorescence artefact?], 4, -10, -18, 1, -0.45, -1, -19[20 µM]

# The listing picks up; the five compounds before the break are reprinted first.
# Values run as follows: eIF4E 4G PPI, 14-3-3 Bad PPI, EBV gp42 block, NCF1 inh, KLK5 inh, Thrombin inh, Cl transport mod, Rad51 HR inh, Furin inh
- C/C(N)=C(/C#N)C(=O)COC(=O)CCSc1ccccc1
→ 0, 1, 13, 5, 5, -6, 1.1, -2, -12[20 µM]
- CCc1cccc(C)c1NC(=O)CN(C)Cc1ccccc1F
→ 16, -5, -14, 16, -7, -3, -0.071, -2, -13
- CC(C)CC1(C(=O)NCCc2c[nH]c3ccccc23)C=CCN1C(=O)c1ccccc1 (stereo not drawn)
→ -5, 8, -6, -12, -11, -4, 1.2, 1, -19
- Cc1cccc(C)c1NC(=O)CCCSc1nnc(-c2ccco2)n1-c1ccccc1
→ -7, -17[fluorescence artefact?], -7, -5, 0, -5, -1.9, 0, -8
- COc1ccc(OC)c(N2CC(O)=C(c3nc4ccccc4s3)C2=N)c1
→ 7[fluorescence artefact?], 7[fluorescence artefact?], 4, -10, -18, 1, -0.45, -1, -19[20 µM]
- COc1ccc(-n2nnnc2SCC(=O)Nc2cc(OC)c([N+](=O)[O-])cc2C)cc1
→ -2, -10, -11, -6, -12, -4, -0.59, ., -25
- CCOC(=O)Cn1nnnc1C(CC)N(Cc1cccs1)Cc1cc2cc(C)ccc2[nH]c1=O (stereo not drawn)
→ -5, 1, -8, -6, -12, 0, -0.25, 7, -6
- Cc1cccc(C)c1OCC(=O)N1CC2(C)CC1CC(C)(C)C2 (stereo not drawn)
→ -1, -9, -2, -20, -27, 0, 0.65, 6, -16[20 µM]
- O=C(CCn1c(=S)oc2ccccc21)Nc1ccccc1F
→ 4, 4, -7, -3, -4, 1, -0.31, 4, -17
- NC(N)=NS(=O)(=O)c1ccc(NC(=S)NC(=O)/C=C/c2ccco2)cc1
→ 2, 28[fluorescence artefact?], 19, -79, -11, -5, -0.8, 0, -6
- O=C1CC(c2ccccc2)CC(O)=C1C=NCCN1CCN(C(=S)Nc2cccc(Cl)c2)CC1 (stereo not drawn)
→ -8, -5, -2, -21, 44*, 7, -0.19, 3, -3[20 µM]
- Cc1onc(-c2ccccc2Cl)c1C(=O)Nc1nnc(-c2cccc([N+](=O)[O-])c2)s1
→ -3[fluorescence artefact?], -7[fluorescence artefact?], 1, 0, 1, 3, ., 7, -11
- FC(F)(F)c1nc(-c2cccs2)ncc1-c1nnnn1-c1ccc(Cl)cc1
→ 7, 2, -16, -11, -6, -4, 0.36, -3, -11[20 µM]
- COC(=O)C(C)(C)ONC(=O)Nc1ccc(C)cc1
→ -3, -3[fluorescence artefact?], -15, -14, 1, -5, 0.14, -5, -26
- CC(C)(C)c1ccc(-c2csc(NNC3=NCCCCC3)n2)cc1
→ -3, -7, -8, -23, -2, 2, -0.78, -1, -15[20 µM]
- Cc1ccc(C(=O)N/C(=C\c2ccccc2)C(=O)NCC2CCCO2)cc1 (stereo not drawn)
→ -4, 8, 0, 1, -9, -14, 2.5, 9, -8
- COc1ccc(OC)c(C(=O)CSc2nc3cccnc3n2C)c1
→ -2, 2, -4, -4, -14, 5, 0.17, -2, -22[20 µM]
- Cc1csc2cc(-c3cccc([N+](=O)[O-])c3)c(-c3cccc([N+](=O)[O-])c3)c[n+]12
→ -1, -28, -7, 11, -18, -2, -0.41, 4, -4
- COc1cccc(-n2nc(C(=O)Nc3ccc4c(c3)OCO4)c3ccccc3c2=O)c1
→ -2, -6, 9, -5, 1, 0, 0.21, -7, -14[20 µM]
- CCn1c(N)nc2c1c(=O)n(C)c(=O)n2C
→ -3, 6, -13, -6, 0, -1, ., 9, -26

# The listing continues.
# Assay codes: A = eIF4E 4G PPI; B = 14-3-3 Bad PPI; C = EBV gp42 block; D = NCF1 inh; E = KLK5 inh; F = Thrombin inh; G = Cl transport mod; H = Rad51 HR inh; I = Furin inh
> CC1(C)CC(=O)C=C(NCCN2CCN(C(=O)Nc3ccc(Cl)cc3)CC2)C1
  A = -4 | B = -7 | C = 4 | D = 3 | E = -2 | F = -4 | G = -0.061 | H = -1 | I = -24
> CCOc1ccc(S(=O)(=O)N2Cc3ccccc3CC2C(=O)NCCCn2ccnc2)cc1 (stereo not drawn)
  A = -2[fluorescence artefact?] | B = 0 | C = -19 | D = -11 | E = 3 | F = -1 | G = -1.1 | H = -5 | I = -17
> CCOC(=O)N1CCN(c2ccc([N+](=O)[O-])cc2)CC1
  A = -1 | B = -6[fluorescence artefact?] | C = 4 | D = -4 | E = -12 | F = -5 | G = -0.031 | H = 22 | I = -9
> Cc1cc(C(F)(F)F)n2nc(-c3cnn(C)c3C(F)(F)F)c(Cl)c2n1
  A = 10 | B = -5 | C = 4 | D = -5 | E = 14 | F = -3 | G = 1.3 | H = -9 | I = -10
> COc1cccc(-n2c(CCn3nc(C)c([N+](=O)[O-])c3C)n[nH]c2=S)c1
  A = 14 | B = 3 | C = -5 | D = -9 | E = -14 | F = -2 | G = 0.6 | H = 11 | I = -20
> C/C(=N\NC(=O)CNc1cccc(C(F)(F)F)c1)c1ccc(Br)cc1
  A = 3[fluorescence artefact?] | B = 1 | C = -11 | D = -6 | E = -5 | F = -10 | G = -0.046 | H = 2 | I = -15
> CC1CCCC(C(=O)O)N1C(=O)CCSSCCC(=O)N1C(C)CCCC1C(=O)O (stereo not drawn)
  A = 4 | B = -17[fluorescence artefact?] | C = -14 | D = -1 | E = -23 | F = -6 | G = -2.1 | H = -3 | I = -20[20 µM]
> CCC(=O)NC(=S)Nc1ccc(NC(=O)c2ccc([N+](=O)[O-])cc2)cc1
  A = 56*[fluorescence artefact?] | B = -1 | C = -17 | D = -4 | E = 0 | F = -3 | G = -1.2 | H = -2 | I = -8
> CCCOC(=O)c1ccc(-c2c(C)noc2-c2ccc(OC)cc2O)o1
  A = -1 | B = -3 | C = -7 | D = -18 | E = -4 | F = -15 | G = 0.002 | H = -9 | I = -12[20 µM]
> Cc1ccc(NC(=O)CN2C(=O)C(C)Oc3ccccc32)nc1 (stereo not drawn)
  A = -6 | B = -1 | C = -3 | D = 6 | E = -4 | F = 1 | G = -0.92 | H = -6 | I = -27

# Next records:
# Assay codes: A = eIF4E 4G PPI; B = 14-3-3 Bad PPI; C = EBV gp42 block; D = NCF1 inh; E = KLK5 inh; F = Thrombin inh; G = Cl transport mod; H = Rad51 HR inh; I = Furin inh
> CCOC(=O)c1ccc(-c2ccc(/C=N/NC(=O)CN(c3ccccc3Cl)S(C)(=O)=O)o2)cc1
  A = 1 | B = 0 | C = -90 | D = -40 | E = -17 | F = -6 | G = 1.6 | H = -8 | I = -16
> Cc1sc2nc(SCc3ccccc3)n(Cc3ccco3)c(=O)c2c1C
  A = -10 | B = -1[fluorescence artefact?] | C = -1 | D = -9 | E = 6 | F = -4 | G = 0.23 | H = . | I = -9[20 µM]
> Fc1cccc(Cc2noc(CN3CCCCC3c3ccccn3)n2)c1 (stereo not drawn)
  A = -3 | B = -13 | C = -12 | D = -1 | E = 0 | F = -3 | G = -0.74 | H = 10 | I = -30
> COc1ccccc1NC(=O)C1=C(C)Nc2nnnn2C1c1cccc(Br)c1 (stereo not drawn)
  A = -15 | B = -10 | C = -6 | D = 5 | E = -6 | F = -3 | G = 0.23 | H = -2 | I = -22
> COc1ccc(-c2nnc(SCC(=O)NCc3cccs3)n2CC(C)C)cc1
  A = 3[fluorescence artefact?] | B = -2 | C = 1 | D = -2 | E = 0 | F = 2 | G = -0.3 | H = -7 | I = -3[20 µM]
> COc1ccc(N(C(=O)c2cnccn2)C(C(=O)NC2CCCCC2)c2ccc(O)cc2)cc1 (stereo not drawn)
  A = -3 | B = -6 | C = -10 | D = -4 | E = 1 | F = 0 | G = . | H = 4 | I = -9
> O=C(CN1CCN(Cc2ccc3c(c2)OCO3)CC1)c1c[nH]c2ccccc12
  A = -1 | B = 5[fluorescence artefact?] | C = -79 | D = -16 | E = -9 | F = -5 | G = 1.2 | H = -1 | I = -20[20 µM]
> COc1cccc(C(=O)N2N=C(c3ccccc3)CC2(O)C(F)(F)F)c1 (stereo not drawn)
  A = 5 | B = -22[fluorescence artefact?] | C = -3 | D = 3 | E = -44 | F = -4 | G = 3.8 | H = -8 | I = -6
